# DAT uptake mod – modulates human dopamine transporter uptake under cocaine | Q01959 | LLC-PK1 hDAT cells, [14C]-dopamine uptake with cocaine IC80; actives deviate in either direction | B-score at 10 µM | actives 1.3% (n = 110,000) | AID 449768;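 active = Z score or B-score, a plate-position-corrected score, falls beyond the plate's 99.7% confidence bounds, in either direction; inactive = both scores lie inside the 99.7% bounds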;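 also: scored against the spread of the other compound wells on the same plate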
# sEH inhibitor – soluble epoxide hydrolase (human) inhibition. recombinant human sEH enzymatic activity assay. AID 707. actives 0.34% (n = 91,000). inhibition, % at 2 µM; in the data active = inhibition above about 80%; also: values of inactives mirror those of a sister screen read the other way; many of its hits are not listed in these tables
# CYP2C19 act – activators of human cytochrome P450 2C19. AID 1025. P33261. 96,000 tested, under 10 active. activation factor at 5 µM. recombinant CYP2C19, luciferin-H EGE luminescence; stronger effect = higher value; 0 = fully inhibited enzyme, 1 = untreated enzyme;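 active = activation factor of at least 2 at 5 µM in the primary screen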;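 also: 0 = wells with 2.5 mM tranylcypromine and 1 = vehicle-only wells; values of inactives mirror those of a sister screen read the other way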
# Target sequence (P33261 whole entry, looked up): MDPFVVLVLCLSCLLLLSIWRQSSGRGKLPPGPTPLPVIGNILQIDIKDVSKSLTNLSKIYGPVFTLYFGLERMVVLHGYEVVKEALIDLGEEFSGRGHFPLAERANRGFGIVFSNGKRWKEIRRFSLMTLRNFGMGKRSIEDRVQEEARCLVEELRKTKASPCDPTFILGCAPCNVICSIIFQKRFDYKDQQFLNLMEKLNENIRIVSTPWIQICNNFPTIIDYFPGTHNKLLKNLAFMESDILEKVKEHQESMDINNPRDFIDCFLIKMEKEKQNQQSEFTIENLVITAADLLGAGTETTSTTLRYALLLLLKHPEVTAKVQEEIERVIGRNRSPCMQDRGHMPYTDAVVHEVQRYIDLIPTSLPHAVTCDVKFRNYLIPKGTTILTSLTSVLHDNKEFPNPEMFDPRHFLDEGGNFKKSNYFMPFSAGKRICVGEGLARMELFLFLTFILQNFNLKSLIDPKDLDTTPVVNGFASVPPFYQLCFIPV
# sEH activator – increases human soluble epoxide hydrolase activity. P34913. activation, % at 2 µM. purified human sEH enzymatic activity, activator screen. AID 717. actives 0.04% (n = 91,000); in the data active = activation above about 37%; also: values of inactives mirror those of a sister screen read the other way
# S1P2 agonist – activates the human S1P2 receptor; actives 0.46% (n = 97,000); O95136; activation, % at 4.5 µM; S1P2-expressing cell line, agonist reporter read-out; in the data active = activation above about 16%;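 also: 0% = vehicle low control and 100% = maximal reference agonist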
# Target sequence (O95136 whole entry, looked up): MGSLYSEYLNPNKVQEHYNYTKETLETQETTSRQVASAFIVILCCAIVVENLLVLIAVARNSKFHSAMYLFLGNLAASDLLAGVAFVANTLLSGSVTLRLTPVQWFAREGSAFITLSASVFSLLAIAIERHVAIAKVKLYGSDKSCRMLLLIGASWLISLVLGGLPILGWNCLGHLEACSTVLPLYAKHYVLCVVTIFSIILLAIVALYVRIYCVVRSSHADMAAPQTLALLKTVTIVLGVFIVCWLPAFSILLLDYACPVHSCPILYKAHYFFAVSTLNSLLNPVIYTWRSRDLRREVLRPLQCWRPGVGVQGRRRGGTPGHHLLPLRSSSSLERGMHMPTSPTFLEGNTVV
# PostGolgi ctrl – growth of the yeast control strain, post-Golgi counter-screen; efflux-deficient yeast background strain, growth absorbance A615, 16 h; inhibition, % at 10 µM; actives 5% (n = 98,000); AID 738
# CYP2C19 inh – blocks human cytochrome P450 2C19; P33261; CYP2C19 Supersomes, luciferin-H EGE luminescence, 30 min; inhibition, % at 5 µM; actives 21% (n = 96,000);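 active = CYP2C19 inhibition above a set limit at 5 µM in the primary screen, cut at about 50% in these data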;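 also: plate controls were negative control wells for no effect and 2.5 mM tranylcypromine positive control for full effect; values of inactives mirror those of a sister screen read the other way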
# PostGolgi yeast – growth inhibition of a yeast mutant, post-Golgi transport screen; post-Golgi transport phenotypic cell assay; inhibition, % at 10 µM; actives 0.9% (n = 98,000); AID 739;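 also: yeast cells grown in 1536-well plates; yeast grown about 18 h at 30C before absorbance read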
# S1P2 antag – antagonists of human S1P2 receptor. inhibition, % at 5 µM. cell-based S1P2 antagonist assay, inhibition at 5 uM. actives 0.21% (n = 97,000); in the data active = inhibition above about 45%;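 also: CRE beta-lactamase reporter cells expressing human S1P2 stimulated with S1P; 0% = agonist at EC80 alone and 100% = agonist plus reference antagonist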
# An asterisk follows results filed as active; nt = not tested or not shown. Rule as the data show it, unless noted: active = inhibition above about 30%; inactive = the rest.
SMILES,DAT uptake mod,sEH inhibitor,CYP2C19 act,sEH activator,S1P2 agonist,PostGolgi ctrl,CYP2C19 inh,PostGolgi yeast,S1P2 antag
Cc1cc(NC(=O)Nc2ccccc2)n(-c2ccccc2)n1,-0.2,7,0.7,-5,-5,12,30,1,-6
COc1ccc(OC)c(C(c2nnnn2C2CCCC2)N2CCN(c3ccc(F)cc3)CC2)c1 (centres undefined),0.029,-11,0.2,8,-6,6,81*,-10,14
COCCNc1oc(-c2ccc(F)cc2)nc1C#N,-0.22,2,0.7,-3,-8,2,30,6,-1
Cc1ccc(-c2csc3ncn(CC(=O)N4CCOCC4)c(=O)c23)cc1C,0.51,1,0.9,1,0,8,11,1,-26
O=C(Nc1ccc(-c2csc(-c3ccccc3)n2)cc1)c1ccccc1,-0.19,2,1,1,-1,4,-1,-7,-25
CS(=O)(=O)N(CC(=O)Nc1ccc2c(c1)OCO2)Cc1ccc(Cl)cc1,0.29,-3,0.2,4,-6,-1,84*,-13,-4
COC(=O)c1cc2n(n1)CCN(Cc1ccc(C)cc1)C2=O,0.047,9,0.8,-7,-5,0,20,4,8
Cc1ccc(S(=O)(=O)Cc2cccc(C(=O)N3CCOCC3)c2)cc1,-0.12,4,1,1,-6,-1,-1,13,2
CCN(CC)CCC(=O)NC(C)(C)Cc1ccc(O)cc1,-0.81,-10,1.1,10,-3,-5,-6,3,20
O=C(O)Cn1c(CC(=O)N2CCCC2)nc2ccccc21,-0.58,16,0.9,-15,0,9,6,-9,-6
COc1cc([C@H]2[C@@H]3CCCC[C@]3(O)CCN2CC(=O)Nc2ccc(C)cc2)ccc1O,0.61,-11,0.4,10,-5,5,63*,-7,13
Cc1cc(Oc2ccccc2)nc(NCc2ccccc2)n1,-0.088,5,0.7,-4,0,7,30,1,-12
Cc1ccc(-n2c(SCC(=O)Nc3ccc4c(c3)OCO4)nnc2-c2ccccn2)cc1,-1.6,-2,1.1,-2,-1,11,-8,-3,-6
CCCCCCCCS(=O)C1CCS(=O)(=O)C1 (centres undefined),-0.14,-23,1.1,27,-4,3,-14,-6,-7
CC(=O)NC(Cc1c[nH]c2ccccc12)C(=O)Nc1ccc2c(c1)OCO2 (centres undefined),-0.28,7,0.9,-4,-4,8,5,-1,-4
O=C(NC(=S)N1CCCc2ccccc21)c1ccccc1,0.15,9,0.5,-7,-5,1,51*,0,-4
O=C(Nc1cc(C(F)(F)F)ccc1N1CCOCC1)c1ccc(F)cc1,-1.6,1,0.2,1,0,4,77*,3,-18
O=C(c1ccco1)N1CCN(S(=O)(=O)c2ccc(Br)s2)CC1,0.27,-1,0.7,1,-3,9,31,4,7
CCOC(=O)c1c(CN2CCN(C)CC2)oc2ccc(O)cc12,-0.95,-15,1,16,-1,3,-2,4,20
O=C(CSc1n[nH]c(-c2cccnc2)n1)Nc1ccccc1,0.12,-7,nt,10,-5,nt,nt,nt,-4
CCOC(=O)Nc1nc(-c2ccccc2)c(C(=O)c2ccccc2)s1,-0.8,-4,0.8,5,1,-1,22,-8,-16
Cc1oc(-c2ccccc2)nc1CS(=O)CC(=O)N1CCc2ccccc2C1 (centres undefined),0.89,nt,0.4,nt,-4,11,61*,6,9
Cc1nc(SC2CCOC2=O)c2c(C)c(C)sc2n1 (centres undefined),-0.49,-2,0.8,1,-7,36*,17,9,1
CC(=O)N1CC(=O)N(OCc2ccccc2)C1c1ccc(Cl)cc1Cl (centres undefined),-1,-11,nt,11,-5,11,nt,-4,-7
CCc1ccc(NC(=O)c2ccc(C3SCC(=O)N3CCc3ccccc3)cc2)cc1 (centres undefined),nt,17,0.5,-16,-4,20,47,-1,11

# As entered above:
# CCN(CC)CCC(=O)NC(C)(C)Cc1ccc(O)cc1 in S1P2 agonist has -3
# Cc1ccc(S(=O)(=O)Cc2cccc(C(=O)N3CCOCC3)c2)cc1 in S1P2 antag has 2
# COc1ccc(OC)c(C(c2nnnn2C2CCCC2)N2CCN(c3ccc(F)cc3)CC2)c1 (centres undefined) in CYP2C19 inh has 81*

# Remaining list, next part:
SMILES,DAT uptake mod,sEH inhibitor,CYP2C19 act,sEH activator,S1P2 agonist,PostGolgi ctrl,CYP2C19 inh,PostGolgi yeast,S1P2 antag
O=C(Nc1cccc(F)c1)C1CCN(c2nnnn2-c2ccccc2)CC1,0.99,49,0.6,-50,-3,-2,38,-6,10
COc1ccc(Cl)cc1C(=O)NC(=S)Nc1cc(-c2nc3ccccc3[nH]2)ccc1C,0.78,15,nt,-17,10,35*,nt,-3,-21
COc1ccc(O)c(-c2cn[nH]c2-c2cccs2)c1,1.3,-9,0,9,-7,8,99*,-3,8
CCc1ccc(-c2nc(CN3CCC(C(=O)NCc4ccc(F)cc4)CC3)c(C)o2)cc1,-0.51,6,1,-4,-12,17,0,0,16
C=CCN1C(=O)[C@]2(c3ccccc31)C1CCCC=C1C(C#N)=C(N)C2(C#N)C#N (some centres undefined),0.43,15,1.2,-15,0,-2,-18,-4,-10
COC(=O)C(O)(CC(=O)Nc1cc(Cl)ccc1Cl)C(F)(F)F (centres undefined),0.46,-6,nt,8,-2,nt,nt,nt,11
CCOc1ccc(Nc2ncnc(N)n2)cc1,-0.81,nt,0.6,nt,-2,24,44,-2,7
CCCOc1ccccc1C1CC(=O)NC2=C1C(=O)CCC2 (centres undefined),-0.46,4,0.9,-5,-1,-1,14,1,-7
CC(C)Cn1c(N)c(C(=O)NCC2CCCO2)c2nc3ccccc3nc21 (centres undefined),0.85,-9,0.4,7,14,10,65*,-3,-31
O=C(c1ccco1)N1CCC(c2ccccc2)C1 (centres undefined),-0.024,nt,0.2,nt,-10,17,78*,4,7
COc1ccc(CCNC(=O)C2CCCCC2C(=O)O)cc1OC (centres undefined),-0.44,-9,1,7,-3,3,-1,-2,17
CCCc1cc(Nc2cccc(OC)c2)n2ncnc2n1,-0.48,4,0.4,-3,-1,10,55*,19,-2
Cc1cc(Oc2ccccc2)nc(N2CCOCC2)n1,-0.02,11,0.1,-9,2,4,94*,12,-41
COc1ccccc1OC1=NS(=O)(=O)c2ccccc21,-0.67,-6,1.2,6,-2,-3,-15,15,22
CCOC(=O)N1CCC(NC(=O)c2ccc3c(c2)N(Cc2ccccc2)CCS3)CC1,-0.072,nt,0.1,nt,-3,17,85*,-9,10
Cc1nnc2sc(-c3ccc(NC(=O)c4cccnc4)cc3)nn12,nt,10,nt,-10,-6,nt,nt,nt,1
Cc1cc(OC(=O)c2cccs2)ccc1C(C)C,-1.5,-7,0.7,6,-1,5,32,2,-38
COc1ccc(NC(=O)CSc2nc3c(c(=O)n2-c2ccccc2)SCC3)c(OC)c1,nt,nt,1.1,nt,nt,15,-9,-4,nt
Cc1ccc(OS(=O)(=O)c2ccccc2)c(/C=N/N=C2\NC(=O)C(C)S2)c1 (centres undefined),-0.59,-12,nt,10,-9,41*,nt,-5,21
O=C(CCS(=O)(=O)c1ccc(Br)s1)NCc1ccc2c(c1)OCO2,-1.1,nt,0.6,nt,-2,5,35,13,-8
CCOC(=O)CCC(=O)OCC(=O)NC(C)C1CC2CCC1C2 (centres undefined),0.51,-8,0.9,7,0,2,11,0,6
COc1nc(N)nc(N2CCOCC2)n1,-0.64,nt,1.1,nt,nt,1,-12,7,nt
CCOC(=O)Cc1cc(=O)n(-c2nc3ccccc3s2)[nH]1,0.9,nt,1,nt,nt,-4,5,5,nt
Cc1csc2nc(CNS(=O)(=O)c3ccc4c(c3)CCCC4)cn12,0.35,-11,0.5,10,1,4,54*,-6,8
CCOc1cc(S(=O)(=O)N2CCN(Cc3ccccc3)CC2)ccc1Br,0.022,0,0,0,0,29,97*,10,-5

# Three of the entries above in order of their number in S1P2 agonist, descending:
SMILES | S1P2 agonist
CCOC(=O)Nc1nc(-c2ccccc2)c(C(=O)c2ccccc2)s1 | 1
O=C(CCS(=O)(=O)c1ccc(Br)s1)NCc1ccc2c(c1)OCO2 | -2
O=C(Nc1cccc(F)c1)C1CCN(c2nnnn2-c2ccccc2)CC1 | -3

# Remaining list, next part
SMILES,DAT uptake mod,sEH inhibitor,CYP2C19 act,sEH activator,S1P2 agonist,PostGolgi ctrl,CYP2C19 inh,PostGolgi yeast,S1P2 antag
Cc1ccc(C2/C(=C(/O)c3ccc(Cl)cc3)C(=O)C(=O)N2CC2CCCO2)o1 (centres undefined),0.51,6,1.2,-6,-5,6,-16,9,-6
CC(C)c1ccc(OCc2ccc(C(=O)N3CCN(c4ccccn4)CC3)cc2)cc1,0.056,-9,0.7,10,-4,18,27,-4,11
Cc1cc(Cl)ccc1OCCCC(=O)Nc1cccnc1,0.0069,0,0.5,1,-6,25,50*,34*,-2
COc1ccccc1-n1c(SCC(N)=O)nnc1-c1ccc(S(=O)(=O)N2CCCCC2)cc1,2.2,-9,1,9,-2,4,3,25,17
O=C(C1CCN(Cc2ccc(F)cc2)CC1)N(CCO)Cc1ccccc1,0.31,-9,1.2,8,-2,-8,-20,-1,10
CC1(C)C(N(O)C(=O)Nc2ccccc2)N(c2cccc(Cl)c2)C(=O)N1O (centres undefined),0.14,-9,0.9,7,-4,0,12,0,-10
CC(=O)c1c(N2CCCC2)nc(=S)n(-c2ccccc2)c1C,-0.25,4,1.2,-7,-3,20,-18,5,-10
O=C(CSc1ncnc2nc[nH]c12)Nc1ccccc1C(F)(F)F,nt,-7,1.1,8,-8,11,-9,-4,11
O=C1CCCN1c1ccc(CNS(=O)(=O)c2ccc(F)cc2)cc1,0.43,0,0.8,-1,-4,3,20,-2,-15
O=c1oc2ccccc2n1Cn1c(=O)oc2ccccc21,-1.9,-16,0.8,18,-3,1,20,8,15
COc1ccccc1NC(=O)N1c2ccc(F)cc2CCC1C (centres undefined),-2.3,5,1,-5,-7,18,4,-1,3
CS(=O)(=O)Nc1ccc2c(c1)C(=O)OC2,0.4,-5,1.1,3,-6,3,-10,11,-7
CCC1Oc2ccc(C)cc2N(CC(=O)N(Cc2cccnc2)Cc2ccc(C)o2)C1=O (centres undefined),1.5,9,0.3,-9,-4,-1,72*,-1,6
Cc1cc(=O)n2nc(N3CCCC(C(=O)NCCC4=CCCCC4)C3)sc2n1 (centres undefined),1.2,nt,0.6,nt,nt,8,35,-4,nt
CC1(C)C(c2ccccc2)=NC(c2ccccc2)N1O (centres undefined),1.6,4,0.6,-6,-4,7,40,-2,5
CCC(C)(NC(=O)c1ccc(=O)[nH]c1)C(=O)NC1CCCC1 (centres undefined),-1.2,-13,1.1,13,-2,4,-7,5,2
O=C(NCc1ccc(Cl)cc1)c1ccc(Cn2cc(C(F)(F)F)ccc2=O)cc1,0.96,23,0.9,-20,-6,14,10,24,4
Cc1ccc(CNC(=O)c2cccc(OCc3c(C)noc3C)c2)cc1,0.93,45,0.4,-46,-1,23,58*,-4,9
CCOC(=O)c1ccc(Nc2ccc(-c3ccc(OC)c(OC)c3)nn2)cc1,nt,2,0.7,2,6,3,31,-1,11
Cc1c(C(N)=O)sc2nc(-c3ccccc3)cn12,nt,0,0.9,0,-8,8,14,8,15
COc1cc(NC(=O)c2cc(-c3cccs3)on2)cc(OC)c1OC,nt,1,0.7,0,-7,16,34,1,-17
COc1nnc(-c2ccc(N3CCCCC3)c(NC(C)=O)c2)c2ccccc12,2.1,-19,0.5,17,-6,11,54*,-1,7
Cc1ccccc1C(=O)NC1CCN(Cc2nnnn2CCc2ccccc2)CC1,-0.0052,-14,1,13,-2,-4,-2,-6,0
CCc1cccc(NC(=O)CN(c2ccc(OC)cc2)S(=O)(=O)c2c(C)n[nH]c2C)c1,0.33,nt,0.1,nt,-3,-1,88*,5,-8
O=C(NCCc1ccccc1Cl)C1CCN(S(=O)(=O)c2cccs2)CC1,1.3,42,0.8,-41,-5,4,24,-3,-2

# Among those listed so far, these contain a cyano group.
SMILES,DAT uptake mod,sEH inhibitor,CYP2C19 act,sEH activator,S1P2 agonist,PostGolgi ctrl,CYP2C19 inh,PostGolgi yeast,S1P2 antag
COCCNc1oc(-c2ccc(F)cc2)nc1C#N,-0.22,2,0.7,-3,-8,2,30,6,-1
C=CCN1C(=O)[C@]2(c3ccccc31)C1CCCC=C1C(C#N)=C(N)C2(C#N)C#N (some centres undefined),0.43,15,1.2,-15,0,-2,-18,-4,-10

# Source: PubChem BioAssay (several laboratories)
